Screens as filed in PubChem.
CendR NRP1 mod – modulators of CendR peptide binding to human neuropilin-1. O14786. FAM-RPARPAR peptide binding to NRP-1, fluorescence polarization. inhibition, % at 25 µM. 360,000 compounds, 0.85% hits;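 active means inhibition or corrected inhibition above about 18%, plus a signal ratio from 0.5 to 1.5, limit read from the data, passing the limit was not always enough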; further: strong numbers were not always called active
Target sequence (O14786 whole entry, looked up): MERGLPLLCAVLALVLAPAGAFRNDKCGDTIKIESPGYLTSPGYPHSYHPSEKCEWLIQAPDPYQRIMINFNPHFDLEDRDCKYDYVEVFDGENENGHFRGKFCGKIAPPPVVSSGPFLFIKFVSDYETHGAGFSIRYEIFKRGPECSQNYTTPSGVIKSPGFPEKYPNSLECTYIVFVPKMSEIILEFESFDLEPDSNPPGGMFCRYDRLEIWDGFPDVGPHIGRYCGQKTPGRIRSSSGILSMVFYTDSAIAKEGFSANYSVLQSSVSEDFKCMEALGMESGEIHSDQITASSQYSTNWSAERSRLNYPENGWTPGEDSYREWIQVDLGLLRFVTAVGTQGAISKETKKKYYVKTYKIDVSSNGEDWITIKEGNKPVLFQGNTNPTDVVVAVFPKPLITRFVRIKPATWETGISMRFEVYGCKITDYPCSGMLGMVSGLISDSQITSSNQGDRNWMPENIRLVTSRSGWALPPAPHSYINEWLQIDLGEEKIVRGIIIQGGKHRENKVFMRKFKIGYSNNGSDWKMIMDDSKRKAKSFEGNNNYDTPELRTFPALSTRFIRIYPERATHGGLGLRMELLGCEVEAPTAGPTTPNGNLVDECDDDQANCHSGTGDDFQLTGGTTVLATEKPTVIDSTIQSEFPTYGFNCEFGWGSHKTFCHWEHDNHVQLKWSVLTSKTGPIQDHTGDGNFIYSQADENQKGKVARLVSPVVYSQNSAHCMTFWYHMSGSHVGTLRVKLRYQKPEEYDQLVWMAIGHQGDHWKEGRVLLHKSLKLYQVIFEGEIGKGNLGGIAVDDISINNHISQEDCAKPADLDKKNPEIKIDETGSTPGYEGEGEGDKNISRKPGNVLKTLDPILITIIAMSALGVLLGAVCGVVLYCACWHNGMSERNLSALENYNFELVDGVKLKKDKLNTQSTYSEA
SKN-1 block – blocks SKN-1 activity in C. elegans | C. elegans VP596 Pgst-4::GFP/RFP ratio, acrylamide-induced, 24 h | inhibition, % at 21.8 µM | 360,000 compounds, 0.49% hits | AID 624304;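 active means interference check ratio from 0.5 to 1.5 plus GFP to RFP signal ratio inhibition reaching or exceeding a fixed threshold, cut at about 30% in these data, passing the limit was not always enough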; further: some compounds called inactive have numbers as strong as hits
TbMetRS inhib – blocks T. brucei methionyl-tRNA synthetase activity | 360,000 compounds, 0.4% hits | AID 624268 | inhibition, % at 11.9 µM | purified T. brucei MetRS, ATP depletion, Kinase-Glo luminescence;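 active means inhibition above a per-plate cutoff of the control wells' mean inhibition plus 3 SD, cut at about 5.5% in these data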;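 further: 0% = DMSO wells median and 100% = median of wells with control inhibitor compound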
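Dosing: 11.9 µM single point; system: parasite MetRS enzyme; technique: luminescence of leftover ATP; times: 15 min enzyme-compound preincubation, 2 h reaction, 10 min detection, 25 °C; replicates: each compound tested once; read-out basis: percent inhibition relative to median high and low control wells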
FAS-TE inh – blocks the thioesterase domain of human fatty acid synthase; AID 602261; 360,000 compounds, 0.67% hits; inhibition, % at 15 µM; recombinant FAS-TE, OMFH fluorogenic substrate, fluorescence endpoint;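 active means compounds whose normalised, plate-corrected inhibition of enzyme fluorescence in the single-dose primary screen is 50% or more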;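 further: 0% = DMSO with enzyme and 100% = substrate without enzyme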
MsrA act – activates bovine MsrA enzyme; 360,000 compounds, 0.3% hits; activation, % at 10.6 µM; AID 602163; purified bovine MsrA, absorbance read-out; in the data active means activation above about 7.5%;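 further: 0% = vehicle and 100% = reference activator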
MT1-MMP act inh – blocks activation of human MT1-MMP. P50281. HT1080 RFP-PRO-GFP cells, GFP/RFP ratio fluorescence, overnight; percent of plate control window, DMSO zero. GFP/RFP ratio change, % at 20 µM. 360,000 compounds, 0.061% hits;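 active means GFP/RFP ratio change of at least 30% with cell ATP level not reduced by more than half and red fluorescence within 50% of control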; further: strong numbers were not always called active
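Assay system: HT1080 RFP-PRO-GFP cells. Benchmarks: DMSO vehicle wells and RFP-L50D-GFP reporter cell wells. Times: overnight cell settling, then overnight compound exposure, 37 °C, 5% CO2. Compound: 20 µM single dose, 1% DMSO. Read-out basis: GFP/RFP fluorescence ratio.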
eLon inh – E. coli protease La inhibition; AID 602123; purified E. coli Lon protease, fluorescence polarization; 360,000 compounds, 0.42% hits; P0A9M0; inhibition, % at 7.94 µM; in the data active means inhibition above about 13%, passing the limit was not always enough;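 further: 0% = enzyme with probe and DMSO and 100% = no enzyme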
MsrA inh – bovine MsrA inhibition | AID 651718 | 360,000 compounds, 0.75% hits | inhibition, % at 15.5 µM | purified bovine MsrA, absorbance read-out; in the data active means inhibition above about 4.5%;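 further: 0% = vehicle wells with enzyme and 100% = reference inhibitor wells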
PABP1 MLLE inh – inhibitors of microRNA-mediated deadenylation, human PABP1 MLLE binding | P11940 | GST-MLLE / FITC-PAM2 fluorescence polarization | inhibition, % at 20 µM | 360,000 compounds, 0.36% hits; in the data active means inhibition above about 35%, passing the limit was not always enough;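 further: plate controls were DMSO wells with GST-MLLE for no effect and wells lacking GST-MLLE protein for full effect; some results filed as inactive read as strong as hits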
An asterisk follows results filed as active; · = no result given. Random draw from the library, and some 4% of all compounds hit somewhere here.

entry	mol	MsrA act	MsrA inh	TbMetRS inhib	PABP1 MLLE inh	MT1-MMP act inh
1	COc1ccc(NC(=O)Cn2c(=O)n(CC3CCCO3)c(=O)c3cc(OC)c(OC)cc32)c(OC)c1 (centres undefined)	1	1.5	-0.7	0	-5
2	CCN(CC(=O)Nc1c(F)cccc1F)C(=O)CNC(=O)c1cccs1	-1	-0.9	-0.4	2	4
3	CC(Oc1ccc(Cl)cc1)C(=O)Nc1sccc1C(N)=O (centres undefined)	0	1.7	0.5	-7	-4
4	O=C(CSc1nnc2c(n1)[nH]c1ccccc12)NCc1ccccc1F	-2	0.1	6.5*	-4	3
5	CCCC(C)NC(=O)COc1ccc(S(=O)(=O)N2CCCC2)cc1 (centres undefined)	-1	-0.2	0.4	-4	-2
6	COc1ccc(S(=O)(=O)N(C)C)cc1NC(=O)Cc1ccc(S(=O)(=O)N2CCOCC2)s1	-10	0.6	-0.6	1	-2
7	Cc1n[nH]c(C)c1S(=O)(=O)N(CC(=O)NC1CCCC1)c1ccc(C(C)C)cc1	-9	1.6	-1.0	4	·
8	O=C(CN1CCCCC1)Nc1cc(S(=O)(=O)N2CCOCC2)ccc1N1CCCC1	-2	0.2	-0.2	8	1
9	CNC(=S)NC1CC2CCC(C1)N2Cc1ccccc1 (centres undefined)	-13	0.9	-1.6	-10	9
10	CCCCCn1c(=O)[nH]c2cc(C(=O)NCCN(CC)CC)ccc2c1=O	1	1.2	0.1	-6	-3
11	COc1ccc(N2CCOCC2)c(NC(=O)COc2cccc(C)c2C)c1	-3	2.7	-0.3	-1	-1
12	Cc1cccc(NC(=O)CN2CCN(C(=O)CN3C(=O)NC4(CCCCC4C)C3=O)CC2)c1C (centres undefined)	-3	0.6	0.0	-4	0

entry	SKN-1 block	CendR NRP1 mod	FAS-TE inh	eLon inh
1	-13	-18	4	0
2	14	6	-6	4
3	6	-5	8	-9
4	-4	-2	-2	-3
5	7	8	2	-12
6	-9	0	15	-3
7	-8	2	7	7
8	10	10	-1	-5
9	-2	8	-13	1
10	-10	2	-5	-5
11	0	-2	24	0
12	4	-2	-11	1

TbMetRS inhib, what is marked active above
entry | canonical_smiles | MsrA act | MsrA inh | TbMetRS inhib | PABP1 MLLE inh | MT1-MMP act inh | SKN-1 block | CendR NRP1 mod | eLon inh
4 | O=C(CSc1nnc2c(n1)[nH]c1ccccc12)NCc1ccccc1F | -2 | 0.1 | 6.5* | -4 | 3 | -4 | -2 | -3

Going on with the list.
entry	mol	MsrA act	MsrA inh	TbMetRS inhib	PABP1 MLLE inh	MT1-MMP act inh
13	O=C1NC[C@H](CCCCN2CCN(CCc3ccccc3)C(=O)C2=O)N(CCc2ccc(O)cc2)C1=O	-3	0.4	-0.7	·	-2
14	Cc1sc2nc(C3CC3)nc(N3CCN(C(=O)c4ccc(F)cc4)CC3)c2c1C	-1	-0.8	0.0	11	0
15	O=C(Cn1c(NCCO)nc2ccccc21)c1ccc(F)cc1	-3	-1.2	-0.3	14	-2
16	COc1ccccc1CNS(=O)(=O)c1c(C(=O)N2CCCC2)c(C)n(C)c1C	-2	-0.6	-0.1	3	3
17	O=C1Nc2ccccc2C(O)(C(=O)NCc2ccco2)N1c1ccc(Cl)cc1 (centres undefined)	-1	·	-0.1	-3	-2
18	O=C(COCC(=O)Nc1cccc(C(F)(F)F)c1)Nc1cccc(C(F)(F)F)c1	0	-1.3	0.2	-8	13
19	COc1ccc(C2NC(=O)NC(C)=C2[N+](=O)[O-])cc1 (centres undefined)	-2	2.7	-0.2	3	-2
20	O=C(c1ccco1)N1CCN(C(=O)c2cc(-c3ccccn3)nc3ccc(Cl)cc23)CC1	-3	0.5	0.6	-1	-4
21	CCOC(=O)c1ccc(NC2c3ccccc3C(=O)N2c2ccccn2)cc1 (centres undefined)	-7	-1.3	-0.5	-7	-11
22	O=C(O)CCC(=O)Nc1cccc(C(=O)Nc2cccc(Cl)c2)c1	-11	1.0	-1.2	11	-2
23	COc1ccc(N2CCN(CCNC(=O)C3CCN(S(=O)(=O)c4cccs4)CC3)CC2)cc1	-3	·	-1.0	0	2
24	Cc1ccc(S(=O)(=O)c2c(N)n(NC(=O)C3CC3)c3nc4ccccc4nc23)cc1	-15	2.9	-0.9	-6	3

entry	SKN-1 block	CendR NRP1 mod	FAS-TE inh	eLon inh
13	14	-18	-7	3
14	13	-2	17	-2
15	8	-8	-2	1
16	-3	4	-4	-4
17	8	9	-1	8
18	-1	3	41	7
19	-10	-2	0	-9
20	2	2	-8	4
21	-4	1	5	2
22	-26	-7	-1	-11
23	-7	-4	-7	-11
24	-2	12	-8	15

Of the compounds above, 5 contain fluorine:
entry	mol	MsrA act	MsrA inh	TbMetRS inhib	PABP1 MLLE inh	MT1-MMP act inh
2	CCN(CC(=O)Nc1c(F)cccc1F)C(=O)CNC(=O)c1cccs1	-1	-0.9	-0.4	2	4
4	O=C(CSc1nnc2c(n1)[nH]c1ccccc12)NCc1ccccc1F	-2	0.1	6.5*	-4	3
14	Cc1sc2nc(C3CC3)nc(N3CCN(C(=O)c4ccc(F)cc4)CC3)c2c1C	-1	-0.8	0.0	11	0
15	O=C(Cn1c(NCCO)nc2ccccc21)c1ccc(F)cc1	-3	-1.2	-0.3	14	-2
18	O=C(COCC(=O)Nc1cccc(C(F)(F)F)c1)Nc1cccc(C(F)(F)F)c1	0	-1.3	0.2	-8	13

entry	SKN-1 block	CendR NRP1 mod	FAS-TE inh	eLon inh
2	14	6	-6	4
4	-4	-2	-2	-3
14	13	-2	17	-2
15	8	-8	-2	1
18	-1	3	41	7

Later entries
entry	mol	MsrA act	MsrA inh	TbMetRS inhib	PABP1 MLLE inh	MT1-MMP act inh
25	CC(C)Oc1ccc(S(=O)(=O)N2CCCCC2)cc1NC(=O)C1=COCCO1	-2	-1.2	0.0	-9	3
26	CCS(=O)(=O)C1=NSC2=NC(=O)/C(=C\c3ccc(OS(=O)(=O)c4ccccc4)cc3)C(=N)N21	-8	·	-0.4	-31	-7
27	O=C(Nc1ccccc1[N+](=O)[O-])c1cccc(N2C(=O)CCC2=O)c1	-14	-0.4	-0.4	4	-2
28	Cc1ccc(NC(=O)CCSc2nnc(C)o2)cc1	-5	-0.8	-0.2	4	0
29	Cc1ccccc1NC(=O)Cn1cnc2c(oc3nc4c(cc32)COC(C)(C)C4)c1=O	-2	0.4	0.0	-9	2
30	CC(=O)N1CCc2c(sc(NC(=O)Cc3ccc(C)cc3C)c2C#N)C1	2	0.1	-0.3	5	2
31	c1ccc(-c2cc(-c3nc4ccccc4[nH]3)c3ccccc3n2)cc1	-12	1.4	-0.8	0	1
32	O=C(COC(=O)c1cc(Cl)ccc1O)Nc1ccc2c(c1)OCCO2	-1	0.8	-0.2	-7	-1
33	CC(C)c1nnc(NC(=O)COC(=O)/C=C/c2ccc([N+](=O)[O-])cc2)s1	-3	-0.9	-0.3	7	-5
34	S=C(NC1CCCC1)NC1CCCC1	0	-0.1	-0.5	-60	4
35	Cc1ccc(CNC(=O)C(=O)NCC(c2ccco2)N2CCOCC2)cc1 (centres undefined)	-10	0.1	-1.0	4	0
36	Cc1cc(C)nc(N2CCC(C(=O)NCc3ccccc3)CC2)n1	-1	0.5	-0.3	-3	2

entry	SKN-1 block	CendR NRP1 mod	FAS-TE inh	eLon inh
25	7	15	11	-2
26	-8	-74	7	-20
27	-19	-11	-2	17
28	4	11	-4	-11
29	13	4	-12	-7
30	25	4	-6	-7
31	5	6	17	14
32	6	5	10	-2
33	-6	-7	6	1
34	-1	8	-6	-2
35	-11	-1	-8	-4
36	21	9	-7	1

The listing continues:
entry	mol	MsrA act	MsrA inh	TbMetRS inhib	PABP1 MLLE inh	MT1-MMP act inh
37	CC(C)C(=O)Nc1ccc([N+](=O)[O-])cc1Br	-3	1.9	0.0	-2	4
38	O=C(N/N=C/c1cc([N+](=O)[O-])ccc1O)c1cc(-c2ccccc2)nc2ccccc12	-1	1.2	-0.3	-47	-1
39	O=C(c1cccs1)c1ccc(-c2cccs2)s1	0	-0.5	0.3	-6	-1
40	CCN1CCSc2ccc(C(=O)Nc3ccc(NC(C)=O)cc3)cc21	-8	0.5	-1.2	-6	0
41	COc1ccccc1Cn1c(=S)[nH]c2ccccc2c1=O	-3	3.3	-0.2	-83	4
42	Nc1c(C(=O)NCc2ccccc2)sc2nc(N3CCOCC3)c3c(c12)CCCC3	-11	3.9	-0.5	-4	1
43	CS(=O)(=O)Nc1cccc(C2=NN(C(=O)c3ccc(F)cc3)C(c3cccs3)C2)c1 (centres undefined)	-3	-0.3	-0.9	2	-2
44	CN(C)CC1CCCCC1OC(=O)c1ccc(Br)cc1 (centres undefined)	-3	-0.4	-0.7	-10	3
45	COc1ccc(/C=N/NC(=O)c2ccc(CN3c4cccc5cccc(c45)S3(=O)=O)cc2)cc1	0	5.0*	-0.1	-2	0
46	O=C(CCCN1C(=O)/C(=C\c2ccccc2)SC1=S)N1CCOCC1	-1	2.3	-0.1	35	1
47	O=C(c1ccco1)N1CCCC(c2nc3c(nnn3Cc3cccc(Cl)c3)c(=O)[nH]2)C1 (centres undefined)	-1	0.1	0.4	4	-1
48	Cc1cc(C)c2c(=O)n3c(nc2c1)C(Cc1ccc(O)cc1)NC(=O)c1cccnc1-3 (centres undefined)	-3	1.1	0.2	5	-25

entry	SKN-1 block	CendR NRP1 mod	FAS-TE inh	eLon inh
37	5	3	-4	8
38	14	-31	36	13
39	62*	-21	22	-5
40	8	-15	-3	-2
41	12	-1	4	7
42	-1	6	19	2
43	9	-5	14	1
44	7	-1	-7	-3
45	8	-8	79*	-5
46	11	5	0	3
47	5	-4	3	-7
48	-1	-7	-1	1

Next section
entry	mol	MsrA act	MsrA inh	TbMetRS inhib	PABP1 MLLE inh	MT1-MMP act inh
49	CCOC(=O)c1oc2cc(O)ccc2c(=O)c1-c1csc(C)n1	-3	1.1	-0.9	13	1
50	N#Cc1cccc(NC(=O)CCn2ccnc2)c1	-4	0.4	-0.4	3	-1
51	Cn1ccnc1SCC(=O)c1ccc([N+](=O)[O-])cc1	-3	0.2	-0.9	-20	1
52	CCOC(=O)c1cc(NCc2cccs2)ccc1N1CCOCC1	-8	-0.4	-0.4	13	1
53	Cc1ccc(Cc2c(-c3ccc(C#N)cc3)nc3c(C)cc(Br)cn23)cc1	-1	1.7	-0.6	-15	-3
54	O=C(OCCN1CCCCC1)c1cccc(F)c1	-1	-1.3	0.0	-5	1
55	Cc1cccc(NS(=O)(=O)c2ccc(C3CCCCC3)cc2)c1	1	0.1	1.0	-1	-8
56	CCCN(CC(=O)Nc1ccccc1OC)C(C)C(=O)NC(C)CCc1ccccc1 (centres undefined)	-3	1.0	0.3	19	-1
57	CC(CCn1cccn1)NC(=O)CCc1nnc(CCc2ccccc2)o1 (centres undefined)	-4	-0.1	-0.8	2	-1
58	O=C1CSCc2nc3ccccc3n21	0	0.0	-0.5	18	-10
59	CC(CNC(=O)C(C)C)NC(=O)C(C)C (centres undefined)	-10	-0.7	-1.3	-8	-1

entry	SKN-1 block	CendR NRP1 mod	FAS-TE inh	eLon inh
49	-1	-8	-6	3
50	0	13	-4	2
51	10	-3	12	-11
52	6	-10	-3	-3
53	16	-6	22	-7
54	9	9	-3	-13
55	1	-6	28	5
56	10	1	6	0
57	0	3	-4	-1
58	17	1	-2	-3
59	-27	-8	-11	-7
